proKLK7 act = activators of human kallikrein-7 zymogen; P49862; purified proKLK7, EDANS-DABCYL substrate fluorescence; 100% is mature enzyme control, 0% vehicle; activation, % at 7 µM; 370,000 tested, 0.9% active;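 active = activation above the mean of all tested compounds plus 3 SD, computed per campaign excluding outliers beyond control limits, cut at about 13% in these data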
Target sequence (P49862 whole entry, looked up): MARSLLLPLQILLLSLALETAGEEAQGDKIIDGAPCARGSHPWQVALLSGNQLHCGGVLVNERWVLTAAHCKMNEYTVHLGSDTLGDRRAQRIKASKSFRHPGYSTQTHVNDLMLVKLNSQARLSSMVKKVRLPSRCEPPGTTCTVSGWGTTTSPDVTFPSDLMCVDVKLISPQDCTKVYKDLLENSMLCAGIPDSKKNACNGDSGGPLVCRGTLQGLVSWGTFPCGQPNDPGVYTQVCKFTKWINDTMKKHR
DDE Tn6 FP inh = disrupts Tn6 cyclic peptide binding to fibrin D-Dimer-E complex; P02675; Fibrin DD(E) TRITC-Tn6 fluorescence polarization displacement; inhibition, % at 8.3 µM; 370,000 tested, 0.21% active; AID 720509;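 active = inhibition above a per-campaign cutoff: mean of compounds within control limits plus 3 SD, cut at about 15% in these data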;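 note: 0% = median of all compound wells on the plate and 100% = blocking peptide control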
ADAM10 inh = ADAM10 inhibition, QFRET primary screen; inhibition, % at 7 µM; recombinant ADAM10, EDANS/DABCYL FRET peptide cleavage, 3 h; 370,000 tested, 0.62% active; O14672;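 active = inhibition above a per-campaign cutoff equal to the mean of compounds falling between control-based bounds plus 3 SD, cut at about 20% in these data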;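 note: 0% = DMSO wells while the 100% control is not disclosed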
PLC-gamma1 inh = inhibitors of human phospholipase C gamma1 | purified PLC-gamma1, fluorogenic substrate, fluorescence | inhibition, % at 12.2 µM | 370,000 tested, 0.84% active; in the data active = inhibition above about 9.5%
ARFGAP1 inhibitor = inhibitors of rat ARFGAP1 | Q62848 | Arfgap1-stimulated ARF1 GTP hydrolysis, GDP FP detection | inhibition, % at 16.5 µM | 360,000 tested, 0.26% active | AID 651572;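 active = inhibition above a per-plate limit, mean inhibition of low control wells plus 3 SD, cut at about 25% in these data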;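 note: 0% = DMSO wells with enzyme and 100% = wells lacking Arfgap1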
Target sequence (Q62848 1-136 limits assumed): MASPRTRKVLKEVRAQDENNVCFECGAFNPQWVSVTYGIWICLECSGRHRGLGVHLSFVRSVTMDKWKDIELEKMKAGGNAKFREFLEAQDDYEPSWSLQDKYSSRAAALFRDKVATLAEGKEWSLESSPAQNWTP
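system = rat Arfgap1 catalytic domain, aa 1-136 | technique = FP, GDP Alexa 633 tracer displaced from anti-GDP antibody, 620/688 nm | compound = one concentration, 16.5 µM, DMSO 1.26% | medium = HEPES-based buffer, pH 7.5 | timing = compound-enzyme preincubation 20 min, reaction 120 min, detection 60 min, 25 °C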
ASAP1 inh = blocks human ASAP1-stimulated Arf1 GTP hydrolysis; AID 624377; 360,000 tested, 0.19% active; GDP FP detection; Q9ULH1; inhibition, % at 16.5 µM; in the data active = inhibition above about 25%;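 note: 0% = vehicle with enzyme and substrate and 100% = no enzyme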
TDP2 inh = blocks human TDP2 phosphodiesterase activity. O95551. recombinant TDP2, T5PNP hydrolysis, p-nitrophenol absorbance 415 nm. inhibition, % at 12.8 µM. 370,000 tested, 0.34% active;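 active = inhibition above the mean of all tested compounds plus 3 SD, set per campaign, cut at about 25% in these data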;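 note: 0% = DMSO with enzyme and 100% = buffer with substrate but no TDP2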
Target sequence (O95551 whole entry, looked up): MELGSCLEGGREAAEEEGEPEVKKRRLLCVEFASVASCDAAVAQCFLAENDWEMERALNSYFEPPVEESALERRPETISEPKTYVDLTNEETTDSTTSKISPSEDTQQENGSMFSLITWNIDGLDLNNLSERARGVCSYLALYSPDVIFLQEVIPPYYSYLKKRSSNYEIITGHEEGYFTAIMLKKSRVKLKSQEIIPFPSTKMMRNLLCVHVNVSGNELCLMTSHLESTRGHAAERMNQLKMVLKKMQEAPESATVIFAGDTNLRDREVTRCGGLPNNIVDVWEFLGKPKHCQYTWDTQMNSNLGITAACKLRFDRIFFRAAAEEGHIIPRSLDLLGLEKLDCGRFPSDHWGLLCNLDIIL
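Material: recombinant human TDP2; quantity: TDP2 enzyme at 120 nM final; medium: Tris-HCl pH 7.5 with MgCl2; compound: single concentration, 12.8 µM nominal, with 1% DMSO; incubation: 2 h enzyme incubation at 37 °C; signal: epi absorbance; measure: percent inhibition; benchmarks: high control without enzyme, low control DMSO plus TDP2; repeats: singlicate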
DDE Tn7 FP inh = inhibitors of Tn7 peptide binding to human fibrin DD(E); P02675; FP displacement of FITC-Tn7 peptide from fibrin DD(E); 0% = median of compound wells per plate; inhibition, % at 8.3 µM; 370,000 tested, 0.13% active;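 active = inhibition above the mean of compounds falling within the control limits plus 3 SD of them, cut at about 14% in these data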;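 note: 0% = plate median of compound wells and 100% = 10 µM Aha-Tn7 peptide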
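assay system = human clot-derived fibrin DD(E) complex | quantity = Fibrin-DD(E) at 2 µM final | timing = 10 min preincubation, 3 h with tracer, room temperature | signal = fluorescence polarization | measure = percent inhibition | benchmarks = high control wells with 10 µM unlabelled Aha-Tn7 peptide (full inhibition) | replicates = singlicate testing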
ADAM17 inh = inhibitors of human ADAM17; recombinant ADAM17, EDANS/DABCYL FRET peptide cleavage; 370,000 tested, 0.83% active; inhibition, % at 6.95 µM;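 active = inhibition above the mean of compounds lying between control limits plus 3 SD, set per campaign, cut at about 8.5% in these data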;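 note: 0% = DMSO-only wells as the low control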
LEDGF integ inh = blocks HIV-1 LEDGF/p75-dependent DNA integration; TR-FRET IN-LEDGF/p75 DNA integration, Eu/Cy5; inhibition, % at 3.7 µM; 370,000 tested, 0.64% active; AID 743269;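 active = inhibition above the screen-wide mean plus 3 SD, cut at about 13% in these data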;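 note: signal is the Cy5 over europium emission ratio at 671 and 618 nm; 0% = plate median of compound wells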
* marks the source's active call; other numbers are inactive results; x = not tested or not shown.

entry	SMILES	ARFGAP1 inhibitor	proKLK7 act	DDE Tn6 FP inh	LEDGF integ inh	ASAP1 inh
1	COc1ccccc1NS(=O)(=O)c1cc(NC(=S)Nc2cc(C)cc(C)c2)ccc1Cl	8	0.0	-3	-1	-2
2	CC(=O)c1ccc(N2CCN(S(=O)(=O)c3cn(C)cn3)CC2)cc1	3	0.3	4	-3	3
3	C=CCC(C)(NCc1ccccc1)c1ccco1 (configuration not stated)	1	0.4	3	2	-6
4	CC(C)=Cc1c(O)nc2ccccn2c1=O	17	-4.3	5	1	-7
5	CCOc1ccccc1N(C)C(=O)Cn1ncc2c([nH]c3ccccc32)c1=O	2	0.0	2	-2	-4
6	COc1cc2c(cc1OC)CN(C(=S)Nc1ccc(C)cc1C)CC2	-2	3.3	2	0	-10
7	O=C(CN1C(=O)NC2(CCOc3ccccc32)C1=O)NCCc1ccccc1 (configuration not stated)	11	-0.4	-5	-4	2
8	O=C(CCN1C(=O)/C(=C/c2ccccc2)SC1=S)N[C@@H](CO)Cc1ccccc1	-1	0.5	-5	-2	12
9	CCC(=O)n1nc(-c2ccc(Cl)cc2)nc1NCc1ccccc1	9	0.4	-4	1	3
10	Cc1ccc(NC(=O)CCC(=O)N/N=C/c2cccs2)cc1C	7	-0.5	-1	1	6
11	CCOC(=O)N1CCC(NC(=O)c2ccccc2C(=O)O)CC1	-3	0.4	10	3	-2
12	C=CC[C@H](CC(=O)N(CCO)Cc1ccccc1)C(=O)N[C@H](COC(=O)[C@@H](CC=C)CC(=O)OC(C)(C)C)Cc1ccccc1	2	0.3	8	0	11
13	CCOC(=O)N1CCN(C(=O)C[C@@H]2C[C@]3(C(=O)OCC)CCC4=C3N(CCC4)C2=O)CC1	x	0.1	2	8	x
14	Cc1ccc([C@@H]2CC=C(C(=O)O)[C@H](c3ccccc3F)N2S(=O)(=O)c2ccccc2C)cc1	-7	0.5	8	2	7
15	O=C(O)c1cc([N+](=O)[O-])ccc1NCCc1ccccc1	0	-0.6	1	-3	-11

entry	ADAM17 inh	TDP2 inh	ADAM10 inh	PLC-gamma1 inh	DDE Tn7 FP inh
1	-4	-1	0	1	5
2	-4	1	-8	-4	1
3	-3	13	-6	2	-5
4	-5	3	-10	-126	6
5	-3	-3	-8	-1	-3
6	-4	-3	-14	-11	5
7	1	-4	-25	0	-5
8	-5	5	1	2	-1
9	-2	5	-6	1	3
10	-1	3	0	0	-11
11	-3	-2	-1	-2	-1
12	5	-15	14	3	-7
13	-8	-1	-4	0	4
14	2	2	8	1	4
15	0	-8	-1	-3	6

entry	SMILES	ARFGAP1 inhibitor	proKLK7 act	DDE Tn6 FP inh	LEDGF integ inh	ASAP1 inh
16	COc1cc(C2NC(=O)NC(C)=C2C(=O)OC(C)(C)C)ccc1OCC(N)=O (configuration not stated)	2	0.7	2	2	-1
17	CC(C)C[C@H](NC(=O)[C@@H]1Cc2ccccc2CN1C(=O)OC(C)(C)C)C(=O)NCC1CCC(C(=O)O)CC1 (some centres not stated)	-3	0.7	1	2	-5
18	NS(=O)(=O)c1ccc(NC(=O)CSC2CCCCC2)cc1	7	-0.1	-10	2	0
19	Cc1ccc2[nH]c(=O)c(CN(CCc3ccccc3)C(c3nnnn3Cc3ccco3)C(C)C)cc2c1 (configuration not stated)	-12	2.9	7	10	-3
20	CCc1nc2c(OCCC3CCCCC3)cccn2c1N(C)C(=O)CC(C)C	1	0.4	-6	0	0
21	COc1ccc(S(=O)(=O)N2CCC3(CC2)OCCN3S(=O)(=O)c2ccccc2)cc1OC	5	-0.2	-3	-2	0
22	C/C(=N\Nc1ccccc1)c1cc2ccccc2oc1=O	-7	0.0	-4	-2	0
23	O=C(Cc1ccccc1)NCC(=O)OCC(=O)c1ccccc1Cl	10	0.0	-2	-2	3
24	Cc1noc(C)c1S(=O)(=O)NC1CCCc2ccccc21 (configuration not stated)	-7	-0.3	-3	-1	-8
25	CCCCOc1ccc(S(=O)(=O)NC(=O)NCc2ccc(OCCC)cc2)cc1	-4	-0.1	2	0	-14
26	CC(C)c1ccc(NC(=O)Nc2nc(CN)cs2)cc1	-11	-0.2	1	-1	-4
27	Cc1ccc(-c2noc(CCC(=O)NCc3ccco3)n2)cc1	2	0.2	5	-2	-10
28	COc1cccc(COC(=O)C2CCN(C(=O)c3ccccc3C)CC2)c1OC	18	0.2	6	5	1
29	CCN(CC)S(=O)(=O)c1ccc(C(=O)NC2=C(C(=O)OC)SCC2)cc1	3	0.1	-13	-1	-4
30	COc1ccc(C(=O)c2c[nH]c(C(=O)NCCCn3ccnc3)c2)cc1	1	-0.2	0	-7	3

entry	ADAM17 inh	TDP2 inh	ADAM10 inh	PLC-gamma1 inh	DDE Tn7 FP inh
16	-3	4	0	-6	-5
17	-4	-4	-1	1	1
18	-4	6	-4	1	-1
19	-26	7	-88	-160	5
20	-4	-2	-11	-4	4
21	-1	5	-5	3	-2
22	-4	9	-6	1	0
23	-6	-19	1	5	0
24	-3	8	-1	-1	-1
25	3	-13	-1	1	-5
26	0	6	-2	3	11
27	-4	4	-6	-4	1
28	2	2	0	2	1
29	-4	1	-3	-5	-4
30	-6	15	-10	-1	-7

entry	SMILES	ARFGAP1 inhibitor	proKLK7 act	DDE Tn6 FP inh	LEDGF integ inh	ASAP1 inh
31	Cc1nc(N2CCN(Cc3ccccc3)CC2)nc2c1CCC2	6	-0.1	0	1	5
32	CC(C)(C)CC(=O)Nc1cc2c3c(c1)CC(=O)N3CCC2	-3	0.6	-6	1	-8
33	CNc1nc(N)c([N+](=O)[O-])c(NC2CCCCC2)n1	4	-0.1	-1	4	-6
34	O=C(O)c1c(Cl)cccc1Nc1ccccc1	-3	0.0	5	4	-8
35	CCOC(=O)C(NC(=O)Nc1ccc(F)cc1)(OCC)C(F)(F)F (configuration not stated)	2	0.5	2	4	10
36	CN1CCN(C(=O)c2cc3c(c(-c4cccc(C#CC(C)(C)O)c4)n2)[C@H](CCO)N(S(=O)C(C)(C)C)C3)CC1 (some centres not stated)	1	0.8	-3	1	-2
37	OC(c1ccc(F)c(F)c1)c1nc(-c2cccc(F)c2)cs1 (configuration not stated)	-4	0.8	13	-2	0
38	CCOC(=O)C1CCN(Cc2ccccc2C)CC1	5	-0.2	0	-6	-5
39	O=C(Nc1ccccc1F)c1ccc2snnc2c1	-1	-0.5	-9	-2	-8
40	CCc1sc(C(=O)Nc2ccccc2N2CCOCC2)cc1C	6	0.5	7	-2	-3
41	CCN(C(=O)c1ccc(Cl)cc1[N+](=O)[O-])c1ccccc1C	7	-0.3	-3	-3	5
42	Oc1ccc2[nH]cc(-c3cccs3)c2c1-c1ccccc1	x	-1.0	5	2	x
43	COC(=O)CN(n1cnnc1)S(=O)(=O)c1ccccc1Cl	10	0.1	11	8	17
44	O=C(CSc1nnc(SCC(=O)c2ccco2)s1)c1ccco1	4	0.3	11	3	1
45	Cc1cc2ncn(CCOc3ccccc3)c2cc1C	7	0.1	-5	4	-1
46	C=CCN1C(=O)[C@H](CC(=O)NCc2ccccc2)[C@@]2(C(=O)OCC)CCCC=C12	x	0.0	2	-3	x

entry	ADAM17 inh	TDP2 inh	ADAM10 inh	PLC-gamma1 inh	DDE Tn7 FP inh
31	-1	-8	-6	1	3
32	-5	6	-9	-2	-2
33	-1	7	-3	3	0
34	-1	-4	-1	-9	4
35	-2	-10	5	1	-4
36	0	1	-31	-10	-5
37	4	5	12	-3	1
38	-5	-4	6	0	2
39	-2	-9	7	6	-1
40	-1	-3	-5	-3	2
41	1	9	-6	1	5
42	-2	2	-4	-15	1
43	2	5	7	10*	2
44	2	3	-1	5	-3
45	3	-1	8	3	-5
46	-4	0	-3	1	4

An excerpt of these results, with two lines to a compound.
Below each SMILES: ARFGAP1 inhibitor | proKLK7 act | DDE Tn6 FP inh | LEDGF integ inh | ASAP1 inh | ADAM17 inh | TDP2 inh | ADAM10 inh | PLC-gamma1 inh | DDE Tn7 FP inh
33. CNc1nc(N)c([N+](=O)[O-])c(NC2CCCCC2)n1
    4 | -0.1 | -1 | 4 | -6 | -1 | 7 | -3 | 3 | 0
34. O=C(O)c1c(Cl)cccc1Nc1ccccc1
    -3 | 0.0 | 5 | 4 | -8 | -1 | -4 | -1 | -9 | 4
35. CCOC(=O)C(NC(=O)Nc1ccc(F)cc1)(OCC)C(F)(F)F (configuration not stated)
    2 | 0.5 | 2 | 4 | 10 | -2 | -10 | 5 | 1 | -4
36. CN1CCN(C(=O)c2cc3c(c(-c4cccc(C#CC(C)(C)O)c4)n2)[C@H](CCO)N(S(=O)C(C)(C)C)C3)CC1 (some centres not stated)
    1 | 0.8 | -3 | 1 | -2 | 0 | 1 | -31 | -10 | -5
37. OC(c1ccc(F)c(F)c1)c1nc(-c2cccc(F)c2)cs1 (configuration not stated)
    -4 | 0.8 | 13 | -2 | 0 | 4 | 5 | 12 | -3 | 1

Assay outcomes deposited in PubChem BioAssay by The Scripps Research Institute Molecular Screening Center.
